Assay outcomes deposited in PubChem BioAssay by several laboratories.
Mtb UGM inh = blocks M. tuberculosis UGM enzyme; inhibition, % at 10 µM; hit rate 0.06% among 320,000; P9WIQ1; purified UGM, fluorescence polarization probe displacement; in the data active means inhibition above about 10%, passing the limit was not always enough; inconclusive means no clear call, values can overlap the other calls
Target sequence (P9WIQ1 whole entry, looked up): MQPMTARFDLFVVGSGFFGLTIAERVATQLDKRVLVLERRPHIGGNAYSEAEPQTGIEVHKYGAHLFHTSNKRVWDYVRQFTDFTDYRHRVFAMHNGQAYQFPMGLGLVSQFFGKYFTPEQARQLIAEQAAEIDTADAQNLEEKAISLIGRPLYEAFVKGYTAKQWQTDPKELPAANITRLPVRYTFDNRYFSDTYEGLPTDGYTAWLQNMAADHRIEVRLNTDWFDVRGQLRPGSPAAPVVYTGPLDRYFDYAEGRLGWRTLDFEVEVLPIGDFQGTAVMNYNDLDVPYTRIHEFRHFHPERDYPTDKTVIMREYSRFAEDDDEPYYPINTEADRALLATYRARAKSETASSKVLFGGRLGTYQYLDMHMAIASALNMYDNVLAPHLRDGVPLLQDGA
Yp Topo-I inh = blocks Yersinia pestis topoisomerase I activity; Y. pestis Topo-I cleavage product accumulation, plate reader; activity, % at 10 µM; hit rate 0.064% among 360,000; AID 504884; in the data active means activity above about 50%, passing the limit was not always enough; inconclusive means no clear call, values can overlap the other calls; further: inactives centre near 2
Vc quorum ag = inducers of Vibrio cholerae quorum light production without autoinducers; activation, % at 18.7 µM; AID 588436; hit rate 0.16% among 350,000; V. cholerae BH1578 lux reporter, luminescence, 6 h; in the data active means activation mostly above about 9.7%, no sharp cut-off; inconclusive means no clear call, values can overlap the other calls; inactive means mostly below about 3.7%; further: not every result past the cut was called active; inactives centre near 0; reference of the scale not given here
TcdB inh = blocks C. difficile toxin B glycohydrolase activity; P18177; hit rate 0.24% among 350,000; AID 652162; TcdB glycohydrolase enzymatic assay, plate reader; inhibition, % at 9.99 µM; in the data active means inhibition above about 10%
GDH-TPI inh = inhibits GDH-TPI coupling enzymes, artifact for Mtb FBA screen; inhibition, % at 4.8 µM; hit rate 1.2% among 360,000; AID 588335; GDH-TPI coupled enzyme counterscreen, NADH absorbance; in the data active means inhibition above about 30%;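 further: 0% = DMSO wells and 100% = wells lacking the enzyme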
Mtb BioA inh = BioA (M. tuberculosis) enzyme inhibition | purified M. tuberculosis BioA enzyme, plate reader | inhibition, % at 9.99 µM | hit rate 0.096% among 360,000; in the data active means inhibition above about 40%; inconclusive means no clear call, values can overlap the other calls
FadD28 FP inh = inhibitors of Mycobacterium tuberculosis FadD28 bisubstrate binding; hit rate 0.22% among 360,000; AID 588549; inhibition, % at 12.5 µM; FadD28 bisubstrate probe binding, fluorescence polarization; in the data active means inhibition above about 8.5%, passing the limit was not always enough; inconclusive means no clear call, values can overlap the other calls
PfHsp40 rescue = rescue of PfHsp40-mediated yeast toxicity. S. cerevisiae expressing PfHsp40, growth rescue, ATP luminescence. growth rescue, % at 12.5 µM. hit rate 0.68% among 340,000. AID 504582; in the data active means growth rescue above about 28%, passing the limit was not always enough; inconclusive means no clear call, values can overlap the other calls;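 further: yeast W303a lacking pdr1 and pdr3 grown in galactose medium; growth measured after three days at 30 °C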
Mtb FBA inh = inhibits M. tuberculosis FBA enzyme | P9WQA3 | purified M. tuberculosis FBA, fluorescence read-out | inhibition, % at 1 µM | hit rate 2.3% among 360,000; in the data active means inhibition above about 27%;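 further: 0% = vehicle and 100% = reference inhibitor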
Target sequence (P9WQA3 whole entry, looked up): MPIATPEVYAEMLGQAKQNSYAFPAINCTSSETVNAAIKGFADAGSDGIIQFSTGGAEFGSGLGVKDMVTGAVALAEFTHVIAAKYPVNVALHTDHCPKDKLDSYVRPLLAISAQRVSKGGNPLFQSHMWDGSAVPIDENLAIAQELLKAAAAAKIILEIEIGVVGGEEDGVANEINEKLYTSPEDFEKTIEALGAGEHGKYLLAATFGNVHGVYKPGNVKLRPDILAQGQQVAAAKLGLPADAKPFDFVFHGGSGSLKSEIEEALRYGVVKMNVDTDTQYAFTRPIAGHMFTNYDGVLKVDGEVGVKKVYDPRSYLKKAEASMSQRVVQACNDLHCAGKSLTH
* = called active by the depositor; i = inactive; ? = inconclusive; . = not tested or not shown.

SMILES	Mtb UGM inh	Yp Topo-I inh	Vc quorum ag	TcdB inh	GDH-TPI inh	Mtb BioA inh	FadD28 FP inh	PfHsp40 rescue	Mtb FBA inh
CC1NC(=O)NC1CCCCCC(=O)Nc1ccc(F)c(Cl)c1 (stereo unspecified)	3.4	-13	-0.1	3.7	1	.	-4.7	0.6	1
CCCCN1C(=O)C(CC(=O)NCCc2ccccn2)CC(C(=O)N(CC)CC)=C1C (stereo unspecified)	.	4	-0.6	-0.5	2	-2.6	-0.3	.	-2
CCCC(CCC)c1nc2ccncc2[nH]1	-0.4	0	-0.6	0.5	9	.	-3.6	0.2	-2
CCOC(=O)c1ccc(NC(=O)c2ccc(NS(C)(=O)=O)cc2)cc1	0.2	4	-0.3	.	19	-0.7	-2.3	-0.7	0
Nc1nc(N)c2cc([N+](=O)[O-])ccc2n1	.	6	i	0.3	11	-1.2	-0.4	0.4	-1
C/C(=N\Nc1nc(N2CCCCC2)nc(N2CCOCC2)n1)c1cccs1	-0.3	13	i	-1.5	12	.	-4.3	0.1	-2
CC1CCCC(C)N1C(=O)COC(=O)COc1ccccc1C#N (stereo unspecified)	1.3	5	-0.6	-1.5	4	-1.6	-1.7	1.1	-1
COc1ccc(C2/C=C\CN(Cc3ccncc3)CC(=O)N2Cc2ccc(F)cc2)cc1 (stereo unspecified)	0.1	13	i	0.8	9	0.9	-1.4	-0.8	2
COc1ccc(C(=O)N2CCCCC2c2cc(C(=O)Nc3ccc(F)c(Cl)c3)no2)cc1 (stereo unspecified)	.	20	i	0.4	2	-0.4	-2.1	.	1
Cc1ccc(C(=O)CCC2CCCC2=O)cc1 (stereo unspecified)	-2.0	-9	0.6	.	-11	.	-3.6	-0.6	0
COc1cccc(CNC(=O)Cn2c(=O)oc3cc(S(=O)(=O)N4CCCCC4)ccc32)c1	3.5	15	i	1.7	-5	1.7	-1.9	1.7	3
CN(C)C(=O)CSc1nc(SCC(=O)N(C)C)n(-c2ccccc2)n1	0.7	2	i	.	1	2.0	-3.1	-0.6	-1
O=C(CCSCc1cccc(Cl)c1)NCCC1=CCCCC1	0.4	18	i	.	1	-0.8	-3.9	10	-5
COc1ccc(O)c(C(=O)c2cnc3onc(C)c3c2)c1	-1.1	-7	-0.5	.	-5	2.2	-4.0	-0.3	6
O=C(Nc1ccc(F)cc1)c1ccc(COc2ccccc2)cc1	3.4	-3	-0.4	-1.0	0	-1.9	-2.2	-0.5	-4
CC12C=CC(=O)C=C1CCC1C2C(=O)C[C@@]2(C)C1CCC2(O)C(=O)CO (stereo partly specified)	-1.5	1	0.8	0.5	0	4.0	0.1	6.9	0
CN1C(=O)CC(N2CCN(C(=O)c3ccccc3)CC2)C1=O (stereo unspecified)	3.2	4	i	.	0	.	-0.7	5.4	1
COCCn1c(SCC(=O)Nc2ccc(NC(=O)c3ccco3)c(OC)c2)nc2ccccc2c1=O	0.3	-6	i	-0.6	5	-1.7	2.2	0.7	1
COC(=O)c1[nH]c2ccccc2c1NS(=O)(=O)c1ccc(F)c(C)c1	0.4	7	i	.	8	4.0	-3.3	0.0	-1
O=C(c1ccccn1)C1CCCN(Cc2nc(Cc3cccc(F)c3)no2)C1 (stereo unspecified)	-2.0	5	-0.3	-0.9	-2	1.3	-3.9	-0.9	2

Record cards, from the list above.
CN(C)C(=O)CSc1nc(SCC(=O)N(C)C)n(-c2ccccc2)n1 as listed: Mtb UGM inh: 0.7; Yp Topo-I inh: 2; Vc quorum ag: i; TcdB inh: .; GDH-TPI inh: 1; Mtb BioA inh: 2.0; FadD28 FP inh: -3.1; PfHsp40 rescue: -0.6; Mtb FBA inh: -1
COc1ccc(O)c(C(=O)c2cnc3onc(C)c3c2)c1 as listed: Mtb UGM inh: -1.1; Yp Topo-I inh: -7; Vc quorum ag: -0.5; TcdB inh: .; GDH-TPI inh: -5; Mtb BioA inh: 2.2; FadD28 FP inh: -4.0; PfHsp40 rescue: -0.3; Mtb FBA inh: 6

(list continues)
SMILES	Mtb UGM inh	Yp Topo-I inh	Vc quorum ag	TcdB inh	GDH-TPI inh	Mtb BioA inh	FadD28 FP inh	PfHsp40 rescue	Mtb FBA inh
CCOC(=O)C1=C(COC(=O)C2CC(=O)N(c3ccc(C)cc3)C2)NC(=O)NC1C (stereo unspecified)	-1.0	6	-0.5	2.1	4	-0.1	-1.9	-1.8	65*
COC(=O)c1ccccc1NC(=O)CSc1nnc(-c2cccnc2)n1N	1.3	-2	-0.3	-1.3	7	9.3	-0.3	-0.9	1
Cc1ccc(NC(=O)C2CCCN(S(=O)(=O)c3ccc4[nH]c(=O)ccc4c3)C2)cc1C (stereo unspecified)	-0.1	12	-0.4	-0.5	16	-2.8	-1.2	-1.8	4
Cc1cc2c(cc1S(=O)(=O)NCC(C)c1ccccc1)n(C)c(=O)c(=O)n2C (stereo unspecified)	-1.3	8	-0.2	0.3	8	5.3	0.2	-0.9	12
Cc1ccc(N(Cc2ccccc2)C(=O)CSC(C)C(=O)Nc2cc(C)on2)cc1 (stereo unspecified)	.	25	-0.5	-0.3	14	2.0	-1.4	.	0
Cc1ccc(C)c(NC(=O)CCn2cnnn2)c1	0.2	6	-0.8	-9.7	5	.	1.7	-1.6	-5
COC(=O)c1ccccc1NC(=O)C1CCCN(S(=O)(=O)c2ccc(OC)cc2)C1 (stereo unspecified)	-1.0	23	-0.6	.	-1	-1.0	-0.4	1.4	0
O=C(c1cc(COc2ccc(F)cc2Cl)on1)N1CCC(OCc2cccnc2)CC1	-1.1	5	i	4.1	-4	.	-2.6	0.4	5
COc1ccccc1-c1cnc(C(O)c2cccc(CN3CCCCC3)c2)[nH]1 (stereo unspecified)	.	0	-0.3	0.9	0	1.6	-0.2	.	-2
COc1ccc(NC(=O)Nc2ccccc2F)c(C)c1	3.3	1	-0.2	-0.7	-7	.	-4.7	0.7	2
CN(Cc1ccc(F)cc1)C(=O)COc1ccc2ccccc2c1	-1.2	27	-1.3	0.9	-10	2.3	-3.5	-1.0	-1
Cn1nnc(NC(=O)CSc2ncn[nH]2)n1	-0.8	5	i	.	-5	4.9	-3.4	0.0	1
O=C(COc1ccc2ccccc2c1)NCCn1ccc2ccccc21	2.2	20	-0.2	-0.3	-4	-1.0	-5.7	-1.6	-2
COc1ccccc1N(C)S(=O)(=O)c1ccc(C(=O)OCC(=O)Nc2cc(C)on2)cc1	3.4	4	-0.1	-0.4	-7	-0.3	-3.7	-1.2	0
O=C(NCCCCc1ccccc1)C12CN(Cc3ccccc3)CC1C(c1ccc([N+](=O)[O-])cc1)=NO2 (stereo unspecified)	-1.8	-1	i	0.7	21	-4.8	-0.6	4.1	5
CCc1nc2ccc(C(=O)NCCCN3CCCC3=O)cn2c1N(CCC(C)C)CCN(C)C	.	1	-0.8	0.6	4	-1.0	0.2	.	0
CC1Cc2cc(S(=O)(=O)N3CCN(c4ccc(Cl)cc4)CC3)ccc2N1C(=O)C1CC1 (stereo unspecified)	-1.6	3	-0.3	0.9	-2	-0.4	-3.0	-0.5	-3
CC1=C(C)CS(=O)N(S(=O)(=O)c2ccc(Cl)cc2)C1 (stereo unspecified)	0.8	-6	-0.6	.	-6	-0.2	-3.6	?	-1
O=C(CSc1nc2[nH]ncc2c(=O)n1-c1ccccc1Br)NCc1ccccc1Cl	-1.3	19	i	5.5	5	.	-5.0	1.0	4
CC(C)c1ccc(NC(=O)CSc2nc3ccsc3c(=O)n2Cc2ccc(C(=O)O)cc2)cc1	1.4	18	-0.2	2.7	2	6.9	0.6	1.0	0
COc1ccc(S(=O)(=O)N2CCC(C(=O)NN3CCCCC3)CC2)cc1	.	2	i	0.7	6	-1.1	0.2	.	-2
O=C(NCC(=O)N(c1cccc(F)c1)C(C(=O)NC1CCCC1)c1ccncc1)c1ccco1 (stereo unspecified)	-1.9	-6	-0.1	0.9	-4	-0.2	2.8	0.1	4
CCNC(=O)COc1cc(C)c(Cl)c(C)c1	-0.5	2	i	.	3	1.6	-1.9	-0.8	2
Cc1ccccc1OCC(=O)Nc1nnc(C2CCCCC2)s1	-0.7	3	-1.1	0.0	5	-1.4	-0.2	0.9	3
Cc1ccc(S(=O)(=O)N[C@@H](C)C(=O)N2CCC(C(=O)N3CCC[C@H]3C(=O)O)CC2)cc1	-1.5	3	2.8	.	4	-1.5	-1.0	13	-3
CN(CCc1ccccc1)C(=O)c1cccc(NC(=O)Cc2cccc(NC(=O)C3CCN(C(=O)C4CCC4)CC3)c2)c1	.	3	-1.1	0.4	-2	-2.4	2.9	-1.0	6
Cc1cn([C@H]2C[C@H](O)[C@@H](CNC(=O)c3ccccn3)O2)c(=O)[nH]c1=O	.	-10	i	-1.8	4	-3.0	1.2	.	-1
CC(=O)N1CCc2cc(S(=O)(=O)NC(CC(C)C)C(=O)Nc3cc(C)ccn3)ccc21 (stereo unspecified)	-2.9	-2	i	.	-2	-4.8	-2.3	0.2	1
Cc1nnc(NC(=O)c2cc(-c3ccncc3)nc3c(C)cccc23)s1	-1.4	24	i	2.0	10	0.3	-3.2	0.4	-3
O=C(CN1CCCc2ccccc21)Nc1ccc(F)cc1[N+](=O)[O-]	-0.1	2	0.1	-0.9	4	.	-2.3	1.5	1
COc1ccccc1C(=O)Nn1cnnc1	1.4	8	i	1.3	2	-0.7	-0.4	-0.4	2
CCCc1c(C)nc2c(OC)cccc2c1SCC(=O)O	-0.5	5	-0.2	0.0	7	-1.1	-3.1	0.7	7
CCOc1cc(C(=O)NC(CC(=O)O)c2ccc(OC3CCCC3)cc2)cc(OCC)c1OCC (stereo unspecified)	0.8	30	-0.3	-1.9	-6	-1.6	-2.3	-0.3	-1
c1ccc2cc(-c3csnn3)ccc2c1	-0.7	2	i	.	13	8.7	-1.0	-0.1	4
Cn1nccc1C(=O)N1CCCC(C(=O)c2ccc(C(F)(F)F)cc2)C1 (stereo unspecified)	-0.4	5	-0.2	0.0	1	1.7	-2.6	1.2	2
CC(SCc1ccccc1)C(=O)NCc1ccccn1 (stereo unspecified)	.	0	3.1	1.3	-2	.	-1.1	-0.9	0
COc1ccc(Nc2nc3c(C)cccc3cc2C#N)cc1	-0.4	11	i	0.7	5	.	-2.4	1.3	0
CCOc1cc(CN2CCN(C(=O)CC(C)C)CC2)ccc1OC	-0.6	2	-0.6	.	14	-0.5	0.2	-0.3	1
CCCC(=O)Nc1ccc2c(c1)nc(CN1CCCC1)n2C	-3.7	-3	-0.5	.	-4	-0.5	-3.3	-0.3	1
O=C(O)c1cc2c(s1)-c1ccccc1CC2	-0.5	7	-0.1	.	52*	-0.7	0.7	4.5	191*

Two compounds picked at random from the list so far, as already listed:
SMILES	Mtb UGM inh	Yp Topo-I inh	Vc quorum ag	TcdB inh	GDH-TPI inh	Mtb BioA inh	FadD28 FP inh	PfHsp40 rescue	Mtb FBA inh
O=C(NCC(=O)N(c1cccc(F)c1)C(C(=O)NC1CCCC1)c1ccncc1)c1ccco1 (stereo unspecified)	-1.9	-6	-0.1	0.9	-4	-0.2	2.8	0.1	4
CCCC(=O)Nc1ccc2c(c1)nc(CN1CCCC1)n2C	-3.7	-3	-0.5	.	-4	-0.5	-3.3	-0.3	1

Additional results follow.
SMILES	Mtb UGM inh	Yp Topo-I inh	Vc quorum ag	TcdB inh	GDH-TPI inh	Mtb BioA inh	FadD28 FP inh	PfHsp40 rescue	Mtb FBA inh
c1ccc(-c2nnc3sc(CN4CCC5(CC4)OCCO5)cn23)cc1	-1.6	-3	-0.2	1.6	-9	0.1	-3.5	0.2	-4
CCCCNC(=O)Nc1ccccc1C(=O)NCCC	-1.2	-1	-0.4	.	2	-0.7	-0.1	-0.9	6
COc1ccc2[nH]c3c(c2c1)CCNC3C (stereo unspecified)	-1.9	2	-0.3	-5.3	-4	0.2	0.4	1.0	2
CS(=O)(=O)NCc1ccc(C(=O)NCCOc2ccccc2)cc1	-0.8	-7	0.1	0.5	-6	.	-0.4	-2.1	-1
COc1ccc(CN2C(=O)c3ccccc3C2C(=O)NC2CCC(C)CC2)c(OC)c1 (stereo unspecified)	1.8	0	-0.3	1.7	-1	-2.0	-1.1	0.1	3
Cc1c(NC(=O)CSc2nc(N)cc(N)n2)c(=O)n(-c2ccccc2)n1C	-0.7	-1	i	0.7	-1	5.9	0.0	-0.2	-1
COc1ccc(OCC(O)CNC(=O)Nc2ccc(C(C)(C)C)cc2)cc1 (stereo unspecified)	-0.3	-4	-7.1	-0.3	7	-3.6	1.5	-1.7	3
